BAZ2B block: inhibitors of human BAZ2B bromodomain | Q9UIF8 | AlphaScreen BAZ2B-H3K14Ac peptide displacement | Potency, µM (top dose mostly 114 µM), inactives show at the top dose activity change, negative = inhibition, most hits filed as inhibitors | 360,000 compounds, 4.4% hits; further: on the % scale 0 is the no-effect control and ±100 the full control effect; nearly all actives have a fitted effect of over 60% in size
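Compounds, titrated to a top concentration of 110 uM, were incubated 30 min at room temperature with preformed BAZ2B/acetyl-K14 H3 peptide complex (50 nM each). Proximity signal was measured by AlphaScreen after 20 min with beads.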
APEX1 inh: APE1 (human) endonuclease inhibition | recombinant APE1, TAMRA/BHQ-2 abasic DNA cleavage fluorescence | 350,000 compounds, 0.35% hits | P27695 | AID 2517 | Potency, µM (doses to about 65.8 µM), for the others: top-dose activity change, negative = inhibition, actives largely listed as inhibitors;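 further: plate controls were vehicle for no effect and reference inhibitor for full effect; nearly all actives have a fitted effect of over 55% in size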
Target sequence (P27695 whole entry, looked up): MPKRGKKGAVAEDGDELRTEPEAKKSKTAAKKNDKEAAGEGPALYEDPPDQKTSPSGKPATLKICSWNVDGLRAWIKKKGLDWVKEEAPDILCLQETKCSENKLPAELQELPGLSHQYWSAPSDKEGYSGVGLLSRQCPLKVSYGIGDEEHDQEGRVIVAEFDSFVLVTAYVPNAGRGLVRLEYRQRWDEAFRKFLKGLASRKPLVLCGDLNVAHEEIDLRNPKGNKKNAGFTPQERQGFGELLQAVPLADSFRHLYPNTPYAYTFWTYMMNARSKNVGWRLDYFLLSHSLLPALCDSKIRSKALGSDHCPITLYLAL
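Kinetic fluorescence read (525 ex/598 em nm, three reads 60 s apart) of AP-site incision; signal = third minus first read. Enzyme 0.75 nM, dual-labelled THF duplex 50 nM, compound preincubation 15 min RT.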
Pol eta inh: blocks human DNA polymerase eta activity. recombinant Pol eta, fluorescent DNA replication assay. Potency, µM (doses to about 114 µM), without a hit: at the highest dose activity change, negative = inhibition, most hits filed as inhibitors. 390,000 compounds, 1.2% hits. AID 588591; further: on the % scale 0 is the no-effect control and ±100 the full control effect
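Pol eta (10 nM) was preincubated with compounds for 15 min at room temperature, after which fluorescent replication substrate (50 nM final) was added to start the reaction. Fluorescence was read kinetically at 0 and 10 min.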
POLI inh: DNA polymerase iota (human) inhibition; 390,000 compounds, 1% hits; Potency, µM (top dose mostly 115 µM), for the others: top-dose activity, negative = inhibition, hits mostly inhibitors; Pol iota fluorescent replication assay, 10 min; AID 588590; Q9UNA4
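Fluorescent replication assay read twice, at 0 min and 10 min after adding 50 nM (final) substrate. Enzyme (10 nM) and compounds were first incubated 15 min at room temperature; enzyme-free buffer wells were negative controls.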
Pol beta inh: blocks human DNA polymerase beta activity | Pol beta primer extension/strand displacement, fluorescence kinetic | Potency, µM (highest dose often 114 µM), for inactives: top-dose activity change, negative = inhibition, most hits filed as inhibitors | AID 485314 | 340,000 compounds, 1.3% hits | P06746; further: on the % scale 0 is the no-effect control and ±100 the full control effect
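Values derive from four-parameter Hill fits of normalized kinetic data: reads at 0 and 10 min following addition of 50 nM substrate to 10 nM Pol beta preincubated 15 min with compound.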
POLK inh: DNA polymerase kappa (human) inhibition. AID 588579. purified Pol kappa, fluorescent DNA synthesis assay, 10 min. 400,000 compounds, 0.53% hits. Potency, µM (series often up to 107 µM), for inactives: top-dose activity, negative = inhibition, hits mostly inhibitors; further: on the % scale 0 is the no-effect control and ±100 the full control effect
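Inhibition of 10 nM Pol kappa is measured by a fluorescent read-out at 0 and 10 min following addition of 50 nM substrate (final), with a 15-min room-temperature compound preincubation.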
BLM inh: Bloom syndrome helicase (human) inhibition; 350,000 compounds, 0.2% hits; Potency, µM (titrated, usually from 56.1 µM), for the others: at the top dose activity change, negative = inhibition, most hits filed as inhibitors; AID 2528; recombinant BLM DNA unwinding, fluorescence dequenching;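 further: plate controls were vehicle for no effect and no enzyme for full effect; nearly all actives have a fitted effect of over 35% in size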
Anesthetic bind: candidate novel general anesthetic via apoferritin binding | Potency, µM (doses to about 77.5 µM), without a hit: top-dose activity change, negative = displacement, most hits filed as inhibitors | apoferritin/1-aminoanthracene competitive binding, fluorescence | 350,000 compounds, 0.074% hits; further: on the % scale 0 is the no-effect control and ±100 the full control effect; nearly all actives have a fitted effect of over 20% in size
Target sequence (P02791 2-175 limits assumed): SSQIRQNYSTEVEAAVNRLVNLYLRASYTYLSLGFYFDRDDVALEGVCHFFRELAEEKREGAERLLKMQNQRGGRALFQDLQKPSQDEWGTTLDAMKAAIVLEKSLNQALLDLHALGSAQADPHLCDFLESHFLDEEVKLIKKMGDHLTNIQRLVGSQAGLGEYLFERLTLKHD
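Concentration-response curves derived by four-parameter Hill fitting of normalized fluorescence, where compounds displaced 1-AMA from 10 uM horse apoferritin following a brief 10 min room-temperature incubation; propofol titration acted as positive control.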
G9a inh: inhibitors of human histone lysine methyltransferase G9a. Q96KQ7. G9a H3K9 monomethylation, AlphaScreen, 2 h. Potency, µM (titrated, usually from 102 µM), inactives show at the highest dose activity, negative = inhibition, actives largely listed as inhibitors. 350,000 compounds, 8.8% hits. AID 504332; further: on the % scale 0 is the no-effect control and ±100 the full control effect; nearly all actives have a fitted effect of over 75% in size
Target sequence (Q96KQ7 913-1193 limits assumed): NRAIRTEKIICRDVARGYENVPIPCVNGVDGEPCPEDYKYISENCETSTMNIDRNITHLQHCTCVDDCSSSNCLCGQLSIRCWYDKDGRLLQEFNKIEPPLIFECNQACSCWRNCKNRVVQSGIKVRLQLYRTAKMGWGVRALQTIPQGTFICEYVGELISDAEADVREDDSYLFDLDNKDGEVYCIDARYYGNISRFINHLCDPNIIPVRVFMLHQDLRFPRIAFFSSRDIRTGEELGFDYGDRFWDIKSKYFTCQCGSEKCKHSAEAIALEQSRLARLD
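AlphaScreen detection with an anti-monomethyl H3K9 antibody quantified product after a 2 h room-temperature reaction containing 500 nM biotinylated H3K9 peptide, 20 µM SAM and 20 nM enzyme, which had been preincubated 15 min with compound.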
* marks the source's active call; other numbers are inactive results; ? = inconclusive; . = not tested or not shown; [ ] = another dose, or the depositor's remark. The call rests on the fitted dose curve; in most records, active means well fitted curve in the direction sought with a large enough effect; inconclusive means small, poorly fitted or top-dose-only effect, or another doubt; inactive means no such curve, though single readings can be large; an effect the other way counts as inactive or inconclusive. Potency means the concentration at half of the fitted maximal effect. These rows are one share of the data (hit frequency here may not be typical).

Start of the data: the first 2 compounds, ahead of the listing:
no.	mol	BAZ2B block	APEX1 inh	Pol eta inh	POLI inh	Pol beta inh
1	Nc1nc(Cl)nc(N(c2ccccc2)c2ccccc2)n1	7%	11%	-6%	5%	5%
2	Cc1ccc(NS(=O)(=O)c2cccc3nsnc23)cc1C	?	-5%	6%	128%[activator]	-2%

no.	POLK inh	BLM inh	Anesthetic bind	G9a inh
1	-19%	5%	-6%	-1%[59 µM]
2	-2%	-3%	-11%	-37%

Main list, previewed entries included:
no.	mol	BAZ2B block	APEX1 inh	Pol eta inh	POLI inh	Pol beta inh
1	Nc1nc(Cl)nc(N(c2ccccc2)c2ccccc2)n1	7%	11%	-6%	5%	5%
2	Cc1ccc(NS(=O)(=O)c2cccc3nsnc23)cc1C	?	-5%	6%	128%[activator]	-2%
3	O=C(Nc1ccccc1C(=O)NCC1CCCO1)c1ccco1 (stereo unspecified)	0%	-1%	-1%	18%	1%
4	COc1ccc(-c2nc3c(c(SCC(=O)N4CCCCC4)n2)Cc2cc(Cl)ccc2O3)cc1	1%	.	-21%	46%[activator]	17%
5	CCn1cc2nc(SCc3cccc(OC)c3)n(Cc3ccc(Cl)cc3)c(=O)c2n1	-6%	.	-19%	-13%	8%
6	CCOC(=O)N1CCN(C(=O)c2ccc(NC(=O)CC)cc2)CC1	10%	4%	7%	26%	7%
7	CC(C(=O)N1CCOCC1)N1C(=O)C2C3C=CC(C4CC34)C2C1=O (stereo unspecified)	-3%	3%	-15%	93%[activator]	3%
8	Cc1ccc(CN2C(=O)c3ccccc3Sc3ccc(C(=O)NCCN4CCOCC4)cc32)cc1	?	-2%	-3%	-9%	0%
9	CN(CC(=O)Nc1ccccc1Cl)C(=O)COC(=O)c1cccs1	.	19%	-17%	3%	.
10	CCN(CC)S(=O)(=O)c1cc(C(=O)Nc2nncs2)c(Cl)cc1Cl	-5%	-5%	-1%	-9%	-16%
11	COCCCNC(=O)CCCCCNS(=O)(=O)c1ccc(Br)cc1	.	12%	-8%	30%	33%
12	O=C(Nc1nc(-c2ccccc2Cl)cs1)c1cccnc1	-1%	1%	-6%	10%	5%

no.	POLK inh	BLM inh	Anesthetic bind	G9a inh
1	-19%	5%	-6%	-1%[59 µM]
2	-2%	-3%	-11%	-37%
3	0%	-1%	-14%	-5%[59 µM]
4	2%	-2%	0%	-8%[59 µM]
5	-14%	-7%	225%[activator]	-41%[59 µM]
6	-11%	-3%	-20%	-10%
7	0%	-3%	-5%	-3%
8	-11%	-5%	-4%	30%[59 µM]
9	-14%	.	.	.
10	-12%	-1%	0%	-2%[59 µM]
11	6%	-4%	-1%	-21%
12	-18%	-10%	-12%	23%[59 µM]

Whole records from above:
`CCn1cc2nc(SCc3cccc(OC)c3)n(Cc3ccc(Cl)cc3)c(=O)c2n1` as listed: BAZ2B block = -6%; APEX1 inh = .; Pol eta inh = -19%; POLI inh = -13%; Pol beta inh = 8%; POLK inh = -14%; BLM inh = -7%; Anesthetic bind = 225%[activator]; G9a inh = -41%[59 µM]
`CCN(CC)S(=O)(=O)c1cc(C(=O)Nc2nncs2)c(Cl)cc1Cl` as listed: BAZ2B block = -5%; APEX1 inh = -5%; Pol eta inh = -1%; POLI inh = -9%; Pol beta inh = -16%; POLK inh = -12%; BLM inh = -1%; Anesthetic bind = 0%; G9a inh = -2%[59 µM]

Next part.
no.	mol	BAZ2B block	APEX1 inh	Pol eta inh	POLI inh	Pol beta inh
13	O=C1NCCCC1C(=O)Nc1cccc(C(F)(F)F)c1 (stereo unspecified)	4%	-1%	-6%	6%	10%
14	CCCCOc1ccccc1NC(=O)c1scc2c1OCCO2	-4%	-7%	-19%	40%[activator]	6%
15	Cn1cc(S(=O)(=O)N2CCc3ccccc3C2)c(=O)n(C)c1=O	9%	-2%	-1%	-10%	12%
16	CC(C)(C)OC(=O)N[C@H](C(=O)OC(C)(C)C)c1ccccc1	5%	6%	-12%	7%	.
17	Cc1cc(C)c(S(=O)(=O)NCCc2ccncc2)c(C)c1	3%	31%	-12%	13%	36%
18	CC(=O)Nc1ccc(S(=O)(=O)N(C)CC(=O)OCC(=O)Nc2cc(C)on2)cc1	-6%	5%	-6%	-21%	.
19	O=C(CNS(=O)(=O)c1c(Cl)cccc1Cl)OCc1csc(-c2ccccc2)n1	-3%	-4%	-12%	.	-1%
20	Cc1ccc(/C=N/NC(=O)Cc2cccn2C)s1	?	7%	-2%	5%	-23%
21	COC(=O)C1=CN(C)C=C(C(=O)OC)C1c1ccc(O)c(OC)c1	8%	-1%	-8%	0%	24%
22	O=C(NNC(=S)Nc1ccc(Br)cc1Cl)c1ccncc1	-29%	4%	-3%	207%[activator]	2%
23	CCOc1ccc(OCCC(=O)NNC(=O)c2ccncc2)cc1	0%	-43%	?	-10%	.
24	Cn1cccc1C(=O)N1CCC[C@@]2(CCN(c3ccccn3)C2)C1	.	2%	.	.	.

no.	POLK inh	BLM inh	Anesthetic bind	G9a inh
13	-17%	0%	-22%	4%
14	3%	-13%	-8%	27%
15	-12%	1%	-6%	-9%
16	-2%	.	.	8%[0.501 µM]
17	19%	0%	-8%	-1%[2.33 µM]
18	-8%	.	.	5%[12.7 µM]
19	0%	-5%	?	22%[59 µM]
20	-5%	-6%	-21%	?
21	-2%	-4%	6%	-74%
22	-5%	3%	1%	?
23	-10%	.	.	22%[59 µM]
24	-3%[60.1 µM]	1%	.	-7%[12.7 µM]

(continued)
no.	mol	BAZ2B block	APEX1 inh	Pol eta inh	POLI inh	Pol beta inh
25	O=C(O)c1ccc(NS(=O)(=O)c2ccc(C(=O)Nc3ccccc3)cc2)cc1	-12%	36%	-13%	17%	6%
26	COc1cccc(Cn2c(=O)c(C)nc3cnc(N(C)C)nc32)c1	.	3%	.	.	.
27	COc1ccc2c(c1)OC[C@H]1[C@H]2N2C(=O)c3cc(OC)ccc3NC(=O)[C@@]2(C)[C@H]1c1ccccc1	-4%	16%	-14%	-5%	.
28	Cc1ccc(S(=O)(=O)c2cn(CC(=O)Nc3cccc(C)c3)c3cc4c(cc3c2=O)OCO4)cc1	0%	.	-19%	39%[activator]	23%
29	O=C(COc1ccc2c(c1)oc(=O)c1ccccc12)NC(Cc1ccc(Cl)cc1)C(=O)O (stereo unspecified)	2%	1%	10%	?	38%
30	CC1=CC(=C(C#N)C#N)C=C(C)N1Cc1ccc(Cl)cc1	12%	6%	-22%	16%	8%
31	Cn1c(=O)[nH]c(=O)c2c1nc(N/N=C/c1cccnc1)n2Cc1ccc(Cl)cc1	-3%	3%	4%	-5%	20%
32	CC(=O)c1cn(Cc2ccccc2)c(=O)n(Cc2ccc(F)cc2)c1=O	-8%	15%	-24%	79%[activator]	8%
33	CN1CCN(S(=O)(=O)c2ccc(NC(=S)NC(=O)C3CCC3)cc2)CC1	2%	-12%	-7%	-4%	17%
34	COc1ccc(-n2cnnc2SCc2cnc(-c3ccccc3)s2)cc1	3%	-1%	-8%	6%	80%
35	COc1ccccc1OCCC(=O)OCC(=O)Nc1ccc(S(=O)(=O)N2CCOCC2)cc1	-6%	-2%	-23%	111%[activator]	4%
36	CCCN1CCN(C(=O)c2noc3c2COc2ccc(C)cc2-3)CC1	2%	0%	-14%	-15%	-7%

no.	POLK inh	BLM inh	Anesthetic bind	G9a inh
25	-14%	-3%	-12%	24%
26	-2%[60.1 µM]	0%	.	-2%[0.501 µM]
27	-15%	.	.	?
28	-3%	-6%	?	2%[59 µM]
29	6%	1%	-10%	.
30	-2%	-12%	4%	4%
31	-12%	-1%	1%	-1%
32	-11%	-7%	-9%	23%
33	-6%	4%	-8%	?
34	-2%	3%	?	-18%
35	4%	-4%	-11%	6%
36	6%	3%	-15%	.

From compound 26 to 27, copied from above:
no.	mol	BAZ2B block	APEX1 inh	Pol eta inh	POLI inh	Pol beta inh
26	COc1cccc(Cn2c(=O)c(C)nc3cnc(N(C)C)nc32)c1	.	3%	.	.	.
27	COc1ccc2c(c1)OC[C@H]1[C@H]2N2C(=O)c3cc(OC)ccc3NC(=O)[C@@]2(C)[C@H]1c1ccccc1	-4%	16%	-14%	-5%	.

no.	POLK inh	BLM inh	Anesthetic bind	G9a inh
26	-2%[60.1 µM]	0%	.	-2%[0.501 µM]
27	-15%	.	.	?

Following part:
no.	mol	BAZ2B block	APEX1 inh	Pol eta inh	POLI inh	Pol beta inh
37	COc1ccc(S(=O)(=O)N2CCC(Nc3ccccc3Cl)CC2)cc1	-3%	18%	-19%	-18%	-18%
38	COc1ccc(Cl)cc1C(=O)Nc1ccc(NC(=O)C(C)C)cc1	-18%	-4%	-5%	-19%	-1%
39	Cc1ccc(-c2noc(-c3ccc(N4CCCCC4C)c([N+](=O)[O-])c3)n2)cc1 (stereo unspecified)	-12%	.	1%	-29%	2%
40	CN(C)S(=O)(=O)c1cccc(COC(=O)c2cccnc2Cl)c1	9%	28%	-11%	8%	25%
41	NC(=O)c1ccc(NC(=O)COC(=O)CCC(=O)c2ccc(Cl)cc2)cc1	-2%	-17%	-12%	13%	29%
42	Cc1ccc(S(=O)(=O)N(C)C)cc1NC(=O)c1cc(=O)[nH]c2ccccc12	-17%	1%	-2%	16%	3%
43	CCOC(=O)N1CCC(NC(=O)c2ccc3nc4ccccc4c(=O)n3c2)CC1	4%	3%	.	.	24%
44	COc1ccc(CC(=O)NCC(c2ccc(N(C)C)cc2)N2CCOCC2)cc1 (stereo unspecified)	-36%	.	-11%	45%[activator]	1%
45	CCOc1cccc(C=NCCc2ccc(OC)c(OC)c2)c1O	-12%	0%	7%	-5%	14%
46	Nc1nc(N)nc(-c2cccc(Cl)c2)n1	3%	31%	-6%	-2%	.
47	Cc1ccc(B(O)O)cc1	.	-2%	.	8%	.
48	CC(=O)Oc1ccc(C(=O)Cc2ccc3ccccc3n2)c(O)c1C	-4%	-4%	-12%	20%	30%

no.	POLK inh	BLM inh	Anesthetic bind	G9a inh
37	-8%	-6%	42%[activator]	66%[activator]
38	0%	-2%	2%	2%
39	-7%	-2%	-4%	2%[59 µM]
40	3%	-6%	6%	20%
41	-1%	0%	-3%	-3%
42	3%	-2%	-10%	-50%
43	.	0%	-10%	-26%
44	-7%[60.1 µM]	-1%	36%[activator]	-19%[12.7 µM]
45	-7%	-3%	-13%	.
46	1%	.	.	-2%[0.501 µM]
47	8%	-13%	-4%	.
48	1%	-1%	-10%	12%[59 µM]

Bioassay records: PubChem, National Center for Advancing Translational Sciences (NCATS)
